# Bioassay records deposited in PubChem by National Center for Advancing Translational Sciences (NCATS).
# EPAC2 antag = qHTS for Antagonist of cAMP-regulated guanine nucleotide exchange factor 2 (EPAC2): primary screen; actives 0.18% (n = 360,000); EPAC2 GEF exchange of Rap1B-BODIPY-GDP, fluorescence; AID 720708, 2013; Rap guanine nucleotide exchange factor 4 (Homo sapiens), Q8WZA2; Potency, µM (top dose mostly 114 µM), for the others: at the highest dose activity, negative = inhibition, most hits filed as inhibitors; note: potency is the fitted concentration of half-maximal effect; % is set by controls: 0 for no effect and ±100 for the full control effect; nearly all actives have a fitted effect of over 45% in size; many of its hits are not listed in these tables
# Target sequence (Q8WZA2 whole entry, looked up): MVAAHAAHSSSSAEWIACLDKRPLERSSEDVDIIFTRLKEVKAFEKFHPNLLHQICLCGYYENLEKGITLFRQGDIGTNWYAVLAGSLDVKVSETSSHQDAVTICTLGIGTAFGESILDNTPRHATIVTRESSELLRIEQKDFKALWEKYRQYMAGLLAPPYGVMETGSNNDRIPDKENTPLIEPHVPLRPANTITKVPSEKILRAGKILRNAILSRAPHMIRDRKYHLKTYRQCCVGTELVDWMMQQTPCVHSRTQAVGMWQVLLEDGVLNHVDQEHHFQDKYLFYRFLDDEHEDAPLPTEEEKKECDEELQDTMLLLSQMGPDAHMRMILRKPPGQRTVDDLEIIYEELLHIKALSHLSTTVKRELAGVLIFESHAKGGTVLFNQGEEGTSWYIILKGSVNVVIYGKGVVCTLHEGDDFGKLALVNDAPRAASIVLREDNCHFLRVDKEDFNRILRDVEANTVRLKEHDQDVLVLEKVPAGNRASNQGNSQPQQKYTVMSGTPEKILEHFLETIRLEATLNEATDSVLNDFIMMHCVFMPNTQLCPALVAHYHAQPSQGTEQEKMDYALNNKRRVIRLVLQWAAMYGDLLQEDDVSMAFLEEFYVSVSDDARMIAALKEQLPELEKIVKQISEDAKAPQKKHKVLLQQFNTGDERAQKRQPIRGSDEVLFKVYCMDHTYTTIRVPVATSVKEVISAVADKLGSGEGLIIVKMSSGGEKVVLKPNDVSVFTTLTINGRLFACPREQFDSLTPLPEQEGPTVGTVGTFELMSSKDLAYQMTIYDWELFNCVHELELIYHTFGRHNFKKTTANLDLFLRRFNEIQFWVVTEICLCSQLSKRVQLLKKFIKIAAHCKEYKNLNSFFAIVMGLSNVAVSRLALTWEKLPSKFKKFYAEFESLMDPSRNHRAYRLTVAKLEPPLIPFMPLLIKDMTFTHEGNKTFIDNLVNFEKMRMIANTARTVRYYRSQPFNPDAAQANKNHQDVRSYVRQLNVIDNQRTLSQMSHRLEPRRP
# A549 tox = Nrf2 qHTS screen for inhibitors: counterscreen for cytotoxicity | A549 ARE-Fluc cells, CellTiter-Fluor viability, 18-24 h | actives 0.16% (n = 390,000) | Potency, µM (highest dose often 46 µM), without a hit: at the top dose activity change, negative = cytotoxicity, most hits filed as inhibitors; note: potency is the fitted concentration of half-maximal effect; % is set by controls: 0 for no effect and ±100 for the full control effect
#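 A549 ARE_Fluc cells in 5% FBS OPTI-MEM were exposed to compounds in concentration-response for 18-24 h at 37 deg C. Viability was read by CellTiter-Fluor fluorescence (Ex 405/Em 525) after 30 min, before the luciferase read.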
# MmCpn inh = Inhibitors of TCP-1 ring complex (TRiC) of Methanococcus maripaludis (MmCpn): qHTS | Potency, µM (highest dose often 76.9 µM), inactives show top-dose activity, negative = inhibition, actives largely listed as inhibitors | purified Mm-Cpn ATPase, ADP Transcreener TR-FRET | AID 504842, 2011 | Chaperonin Mm-Cpn (Methanococcus maripaludis) | actives 0.031% (n = 330,000); note: potency is the fitted concentration of half-maximal effect; % is set by controls: 0 for no effect and ±100 for the full control effect; nearly all actives have a fitted effect of over 80% in size
#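 25 nM Mm-CPN + cpd, 10 min 37°C; + 10 uM ATP, 30 min 37°C; buffer 30 mM Tris pH 7.4, 100 mM KCl, 5 mM MgCl2, 1 mM DTT; Transcreener ADP HTRF detection 30 min RT.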
# TGFb SMAD3 inh = qHTS for Inhibitors of TGF-b. Potency, µM (highest dose often 46.1 µM), without a hit: top-dose activity, negative = inhibition, usual class: inhibitors. HepG2 CAGA-GFP TGF-b/SMAD3 reporter, GFP fluorescence, 18 h; TGF-beta stimulated, 500 pg/mL final. actives 1.2% (n = 410,000). AID 588855, 2011; note: potency is the fitted concentration of half-maximal effect; % is set by controls: 0 for no effect and ±100 for the full control effect; nearly all actives have a fitted effect of over 65% in size
#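 HEPG2 CAGA-GFP, 1000 cells/well; 2 h settle, 37 C; cpd via pin tool; TGF-b 500 pg/mL final; 18 h, 37 C; GFP imaging ex488/em500-530; %Activity normalised to -TGF-b and +DMSO controls; CRC fit, curve class.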
# pAkt inh = HTS Assay for Inhibitors of Akt Phophorylation: Primary Screen; actives 0.32% (n = 360,000); activity change, % for hits at 50 µM; Neuro2A IGF-stimulated pAkt S473 HTRF, 20 min; hits give low values; AID 651550, 2012; in the data active = activity change below about -80%; inconclusive = mostly about -51% to -80%; note: % is set by controls: 0 for no effect and ±100 for the full control effect
#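 Neuro2A cells (4,500/well, DMEM with 0.5% FBS) were treated with compound at a single 50 µM final concentration, stimulated with 6 nM IGF for 20 min at 37 °C, and lysed. Phospho-Akt Ser473 was read by HTRF as 665/615 ratio ×10^4.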
# Nrf2 activator = qHTS of Nrf2 Activators; AREc32 ARE-luciferase reporter (MCF7-derived line), luminescence, 24 h; Potency, µM (highest dose often 46.1 µM), without a hit: at the highest dose activation, actives largely listed as activators; actives 0.31% (n = 410,000); AID 624171, 2012; note: potency is the fitted concentration of half-maximal effect; % of control where 0% means no effect; nearly all actives have a fitted effect of over 65% in size
#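 Quantitative high-throughput format: AREc32 reporter cells, 1000 per well, received compound by pin transfer and were incubated 24 hr at 37 deg C, 5% CO2, before Steady-Glo luminescence detection.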
# EPAC2 ag = qHTS for Agonist of cAMP-regulated guanine nucleotide exchange factor 4 (EPAC2): primary screen; Rap guanine nucleotide exchange factor 4 (Homo sapiens), Q8WZA2; EPAC2 activation, biochemical qHTS; response scale: 100% = 6.5 mM cAMP response; Potency, µM (series often up to 154 µM), for inactives: at the highest dose activation, usual class: activators; actives 0.079% (n = 360,000); AID 720711, 2013; note: potency is the fitted concentration of half-maximal effect; nearly all actives have a fitted effect of over 50% in size
#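 Exchange assay: 100 nM EPAC2 with 250 nM Rap1B-BODIPY-GDP and 50 uM GDP. Fluorescence (ex 480/em 540 nm) read every 5 min for 30 min at room temperature. Data normalized to 6.5 mM cAMP as agonist control.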
# Nrf2 inh = Nrf2 qHTS screen for inhibitors; Potency, µM (highest dose often 46 µM), inactives show at the highest dose activity change, negative = inhibition, hits mostly inhibitors; AID 504444, 2011; actives 2.1% (n = 360,000); A549 ARE-Fluc reporter, luciferase luminescence, 18-24 h; note: potency is the fitted concentration of half-maximal effect; % is set by controls: 0 for no effect and ±100 for the full control effect; nearly all actives have a fitted effect of over 60% in size
#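 Nrf2 function is reported as luminescence of an ARE-controlled luciferase in A549 cells. Compounds were tested at several concentrations, and a CellTiter-Fluor read on the same wells flagged cytotoxicity.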
# CCT modulator = High-Throughput Screening for Modulators of Cytosolic Chaperonin Activity | AID 651819, 2012 | actives 0.3% (n = 360,000) | activity change, % (test concentration not listed), hits read low | purified chaperonin ATPase assay, HTRF ADP detection, 30 min; in the data active = activity change below about -30%; note: % is set by controls: 0 for no effect and ±100 for the full control effect
#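 Enzyme 40 or 20 nM (batch-dependent) in Tris pH 7.4/KCl/MgCl2/DTT; cpd 76 uM single point; ATP 10 uM; 30 min 37 °C; Transcreener ADP HTRF detection, 30 min RT; ratio 665/615.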
# * = called active by the depositor; i = inactive; ? = inconclusive; nt = not tested or not shown; [ ] = another dose, or the depositor's remark. Unless noted, calls come from the whole dose curve; as a rule, active = well fitted curve in the direction sought with a large enough effect; inconclusive = small, poorly fitted or top-dose-only effect, or another doubt; inactive = no such curve, though single readings can be large; an effect the other way counts as inactive or inconclusive.
# Letters: A = EPAC2 antag; B = A549 tox; C = MmCpn inh; D = TGFb SMAD3 inh; E = pAkt inh; F = Nrf2 activator; G = EPAC2 ag; H = Nrf2 inh; I = CCT modulator
O=c1cc(-c2ccc(O)cc2)oc2cc(O[C@@H]3O[C@H](CO)[C@@H](O)[C@H](O)[C@H]3O[C@@H]3OC[C@](O)(CO)[C@H]3O)cc(O)c12
  A: 7% | B: -7% | C: 2% | D: -23% | E: i | F: -0.8% | G: -4% | H: 4% | I: -0.3

CCCCC1C(=O)N(c2ccccc2)N(c2ccccc2)C1=O
  A: -16% | B: -2% | C: 2%[15.4 µM] | D: -2% | E: i | F: -0.4% | G: 4% | H: -2% | I: -1.3

COc1ccc2nc(NC(=O)Nc3ccccc3)sc2c1
  A: -12% | B: -6% | C: 2%[15.4 µM] | D: ? | E: i | F: -0.9% | G: -4% | H: 2% | I: -1.2

Cc1cccc(C)c1NC(=O)C1CCCCN1C (stereo unspecified)
  A: -13% | B: ? | C: -3% | D: 24% | E: i | F: -0.9% | G: 6% | H: ? | I: 0.6

COc1ccc2ccc(=O)oc2c1
  A: 4% | B: 3% | C: -4% | D: 36% | E: i | F: 0.4% | G: 1% | H: -12% | I: -0.2

COc1cc2nc(N3CCN(C(=O)[C@H]4COc5ccccc5O4)CC3)nc(N)c2cc1OC
  A: 0% | B: -4% | C: -2% | D: -5% | E: i | F: 4.3% | G: 1% | H: 0% | I: 1.1

Cn1c(=O)c2c(ncn2CCO)n(C)c1=O
  A: 9% | B: -1% | C: 3%[15.4 µM] | D: 9% | E: i | F: 0.6% | G: 2% | H: -10% | I: 0.2

CCCOC(=O)c1ccc(O)cc1
  A: -11% | B: -3% | C: -1% | D: 8% | E: i | F: 2.2% | G: 5% | H: -42% | I: -1.2

CC(=O)Nc1ccccc1
  A: -4% | B: -4% | C: -1% | D: -7% | E: i | F: 0.2% | G: 5% | H: -9% | I: 0.0

Cc1ccccc1C(=O)Nc1cccc(-c2nc3cccnc3s2)c1
  A: nt | B: 3% | C: nt | D: 2% | E: nt | F: 7.2% | G: nt | H: -24% | I: nt

C=C1c2cccc(O)c2C(O)=C2C(=O)[C@]3(O)C(O)=C(C(N)=O)C(=O)[C@@H](N(C)C)[C@@H]3[C@@H](O)[C@H]12
  A: 7% | B: -2% | C: nt | D: 0% | E: i | F: 0.1% | G: 4% | H: -8% | I: 0.4

# Ten of the compounds above, as tab-separated lines.
canonical_smiles	EPAC2 antag	A549 tox	MmCpn inh	TGFb SMAD3 inh	pAkt inh	Nrf2 activator	EPAC2 ag	Nrf2 inh	CCT modulator
CCCCC1C(=O)N(c2ccccc2)N(c2ccccc2)C1=O	-16%	-2%	2%[15.4 µM]	-2%	i	-0.4%	4%	-2%	-1.3
COc1ccc2nc(NC(=O)Nc3ccccc3)sc2c1	-12%	-6%	2%[15.4 µM]	?	i	-0.9%	-4%	2%	-1.2
Cc1cccc(C)c1NC(=O)C1CCCCN1C (stereo unspecified)	-13%	?	-3%	24%	i	-0.9%	6%	?	0.6
COc1ccc2ccc(=O)oc2c1	4%	3%	-4%	36%	i	0.4%	1%	-12%	-0.2
COc1cc2nc(N3CCN(C(=O)[C@H]4COc5ccccc5O4)CC3)nc(N)c2cc1OC	0%	-4%	-2%	-5%	i	4.3%	1%	0%	1.1
Cn1c(=O)c2c(ncn2CCO)n(C)c1=O	9%	-1%	3%[15.4 µM]	9%	i	0.6%	2%	-10%	0.2
CCCOC(=O)c1ccc(O)cc1	-11%	-3%	-1%	8%	i	2.2%	5%	-42%	-1.2
CC(=O)Nc1ccccc1	-4%	-4%	-1%	-7%	i	0.2%	5%	-9%	0.0
Cc1ccccc1C(=O)Nc1cccc(-c2nc3cccnc3s2)c1	nt	3%	nt	2%	nt	7.2%	nt	-24%	nt
C=C1c2cccc(O)c2C(O)=C2C(=O)[C@]3(O)C(O)=C(C(N)=O)C(=O)[C@@H](N(C)C)[C@@H]3[C@@H](O)[C@H]12	7%	-2%	nt	0%	i	0.1%	4%	-8%	0.4

# Not all compounds are listed (hit frequency here may not be typical).
